Screening data as filed in PubChem BioAssay.
beta cell repl = MIN6 beta-cell proliferation induction; actives 0.29% (n = 330,000); AID 2380; proliferation, % at 10 µM; MIN6 cells proliferation, ATPlite luminescence, 48 h; cells starved in 0.2% serum; 100% = growth in 10% serum;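 active means compounds whose signal lies at least 3.5 SD above the mean of all wells on their plate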;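 further: 0% = DMSO-treated cells in low-serum medium and 100% = 10% serum control; some compounds called inactive have numbers as strong as hits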
SENP1 inh = blocks the human SENP1 SUMO protease catalytic domain | Q9P0U3 | recombinant SENP1 catalytic domain, CyPet-SUMO1-YPet FRET cleavage | inhibition, % at 10 µM | actives 0.21% (n = 360,000) | AID 624204;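 active means inhibition at least 30% at 10 µM, raw YFP signal under a set limit, fluorescence ratio 0.5 to 1.5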;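 further: 0% = enzyme with DMSO and 100% = no enzyme wells; some results filed as inactive read as strong as hits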
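System: Recombinant human SENP1 catalytic domain, His6-tagged | Incubation: Enzyme reaction for 50 min at room temperature, dark | Medium: Tris pH 8 with BME, BSA, NP40 and catalase | Also added: 25 nM SUMO1 FRET substrate | Compound: 10 µM single point, 0.5% DMSO | Measured by: FRET fluorescence in CFP and YFP emission channels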
APOBEC3A inh = human APOBEC3A DNA deaminase inhibition | actives 0.41% (n = 330,000) | inhibition, % at 20 µM | recombinant A3A, FAM/TAMRA ssDNA deamination fluorescence;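 active means at least 40% inhibition at 20 µM here, with at most 30% in a related deaminase screen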;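 further: plate controls were A3A with DMSO for no effect and wells lacking A3A enzyme for full effect; some results filed as inactive read as strong as hits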
NLRP3 yeast inh = NALP3 inhibition in yeast. actives 0.39% (n = 330,000). inhibition, % at 10 µM. Yeast reconstituted NLRP3/ASC/caspase-1, beta-gal luminescence, 24 h;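 active means inhibition of 50% or more; inactive means inhibition below 50%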;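 further: plate controls were induced DMSO wells for no effect and uninduced yeast grown without galactose for full effect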
hIAP activ = increases human intestinal alkaline phosphatase activity. purified human IAP, CDP-Star luminescence, 30 min; hits give high values; 1 = vehicle-only enzyme, 0 = enzyme-free background. P09923. AID 2524. actives 0.16% (n = 330,000). activation factor at 10 µM;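 active means activation factor of the enzyme at least 2-fold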; further: the source names both 10 and 20 µM as test concentration; values of inactives mirror those of a sister screen read the other way
Target sequence (P09923 whole entry, looked up): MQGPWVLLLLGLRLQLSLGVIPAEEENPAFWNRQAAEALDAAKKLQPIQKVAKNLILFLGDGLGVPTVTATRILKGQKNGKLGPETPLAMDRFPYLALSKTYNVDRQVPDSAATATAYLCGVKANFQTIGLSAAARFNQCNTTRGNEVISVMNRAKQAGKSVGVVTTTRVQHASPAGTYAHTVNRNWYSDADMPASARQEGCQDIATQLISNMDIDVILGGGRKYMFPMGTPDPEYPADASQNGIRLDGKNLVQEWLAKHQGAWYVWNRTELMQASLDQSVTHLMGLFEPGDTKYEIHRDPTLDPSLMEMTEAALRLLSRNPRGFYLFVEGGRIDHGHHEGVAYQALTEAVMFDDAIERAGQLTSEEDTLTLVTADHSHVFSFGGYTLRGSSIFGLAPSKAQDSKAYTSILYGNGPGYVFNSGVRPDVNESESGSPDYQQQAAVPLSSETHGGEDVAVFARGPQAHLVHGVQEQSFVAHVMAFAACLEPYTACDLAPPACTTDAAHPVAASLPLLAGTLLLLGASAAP
mIAP act = mouse IAP activation; muIAP, CDP-Star luminescence, 30 min; hits give high values; 1 = vehicle-only enzyme signal, 0 = enzyme-free wells; activation factor at 10 µM; actives 0.24% (n = 330,000); AID 2805;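 active means activation factor of at least 2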; further: the source names both 10 and 20 µM as test concentration; values of inactives mirror those of a sister screen read the other way
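Assay system: mouse IAP enzyme; reagent: chemiluminescent substrate CDP-Star; dosing: test compounds delivered from DMSO solution; schedule: 30 min at room temperature; measured by: luminescence from enzymatic CDP-Star hydrolysis; controls: DMSO-only wells and no-enzyme negative control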
APOBEC3G inh = inhibitors of human APOBEC3G DNA deaminase; Q9HC16; recombinant A3G, ssDNA deamination FAM/TAMRA fluorescence; inhibition, % at 20 µM; actives 0.28% (n = 330,000); AID 493012;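 active means inhibition of at least 40% at 20 µM, with no more than 30% in the related APOBEC3A deaminase screen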;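 further: plate controls were DMSO wells with A3G for no effect and wells lacking A3G enzyme for full effect; some compounds called inactive have numbers as strong as hits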
Target sequence (Q9HC16 whole entry, looked up): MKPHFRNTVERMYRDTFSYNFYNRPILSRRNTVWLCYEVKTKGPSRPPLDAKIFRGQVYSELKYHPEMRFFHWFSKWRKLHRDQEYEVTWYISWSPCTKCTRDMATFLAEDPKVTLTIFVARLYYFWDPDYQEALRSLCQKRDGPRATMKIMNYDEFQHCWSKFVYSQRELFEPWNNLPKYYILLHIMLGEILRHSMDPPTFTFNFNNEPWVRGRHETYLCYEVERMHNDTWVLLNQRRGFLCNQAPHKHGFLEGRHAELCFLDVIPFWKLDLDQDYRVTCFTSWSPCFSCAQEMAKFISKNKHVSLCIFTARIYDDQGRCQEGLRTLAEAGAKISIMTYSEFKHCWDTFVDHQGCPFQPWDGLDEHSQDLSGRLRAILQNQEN
mIAP inh = mouse IAP inhibition. purified mouse IAP, CDP-Star luminescence, 30 min. inhibition, % at 10 µM. actives 0.2% (n = 330,000). AID 2806;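 active means inhibition of at least 40% at 10 µM in the primary screen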;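 further: plate controls were DMSO with enzyme for no effect and no enzyme wells for full effect; values of inactives mirror those of a sister screen read the other way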
hIAP inh = blocks human intestinal alkaline phosphatase. actives 0.12% (n = 330,000). purified IAP, CDP-Star luminescence, 30 min. inhibition, % at 10 µM;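 active means inhibition reaching a set limit with compound at 10 µM in the primary screen, cut at about 35% in these data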;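 further: plate controls were DMSO wells with enzyme for no effect and no-enzyme buffer wells for full effect; values of inactives mirror those of a sister screen read the other way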
* = called active by the depositor; . = no result given.

SMILES	beta cell repl	SENP1 inh	APOBEC3A inh	NLRP3 yeast inh	hIAP activ	mIAP act	APOBEC3G inh	mIAP inh	hIAP inh
CCCC(C)C(=O)Nc1cccc(NC(C)=O)c1 (stereo not given)	-2	5	-3	3	1.1	1.1	-4	-9	-9
NS(=O)(=O)c1ccc(-c2ccc(/C=C3\SC(=O)NC3=O)o2)cc1	2	-41	-4	5	0.91	0.45	-10	55*	9
CC(C)c1ccccc1NC(=O)COc1ccc(C(=O)NCCc2ccccc2)cc1	0	1	5	10	0.97	1.1	-1	-14	3
O=C(Nc1nc(-c2ccco2)c(-c2ccco2)s1)C1CC(=O)N(c2ccc3c(c2)OCCO3)C1 (stereo not given)	-2	4	49*	11	0.91	0.46	27	54*	9
O=C(CCc1ccccc1)NNC(=O)C12CC3CC(CC(C3)C1)C2	5	0	-2	-9	0.9	0.95	-7	5	10
COc1cccc(-n2c(COc3ccccc3C)nnc2SCC(=O)O)c1	0	1	1	30	0.9	1.1	0	-7	10
CC(C)NC(=S)N/N=C/c1cc(Br)ccc1O	-3	-28	1	6	0.93	0.85	-1	15	7
C=CCNc1nc(N)c([N+](=O)[O-])c(Nc2ccccc2OC)n1	0	2	-3	21	0.86	1	-7	0	14
CCNC(=O)C(C)Oc1ccc(Cl)cc1Cl (stereo not given)	0	3	1	-3	1	0.92	-9	8	-1
O=C(O)c1ccc(CNS(=O)(=O)c2ccc3ccccc3c2)cc1	0	-1	1	9	0.89	1	-4	-2	11
COc1ccc(-c2nc(CS(=O)CC(=O)NCc3ccc(F)cc3)c(C)o2)cc1 (stereo not given)	2	2	-1	-2	1	0.98	1	2	-4
CCN(CC)C(=O)COc1coc(CN2CCN(c3ccccc3F)CC2)cc1=O	2	0	11	9	1	1.1	0	-9	-2
Cc1cc(C)cc(Oc2nn[nH]n2)c1	-1	2	-3	-12	1	0.98	-2	2	0
CCOc1ncccc1C(=O)NNC(=O)c1cccc(S(=O)(=O)Nc2ccc(OC)cc2)c1	-2	1	-5	11	1.4	0.97	2	2	-38
CC(=O)c1nn(-c2ccc(C(F)(F)F)cc2)c(=O)[nH]c1=O	9	4	-5	3	1	0.95	-3	5	-1
Cc1ccc(NC(=O)CO/N=C/c2ccccc2C)c(C)c1	0	1	7	15	1.2	1	-1	-5	-15
CC(=O)NC(Cc1c[nH]c2ccccc12)C(=O)N1CCc2ccccc2C1 (stereo not given)	0	0	-3	-4	1.1	0.96	-4	4	-6
Fc1ccc(Nc2ccc(-c3ccc(F)cc3)nn2)cc1	-1	1	-1	30	0.88	0.95	-9	5	12
Cn1c(=O)[nH]c(=O)c2c1nc(N1CCNCC1)n2Cc1ccccc1	-2	1	0	11	1.2	1.1	13	-8	-22
O=c1[nH]c(C2CCN(S(=O)(=O)c3ccccc3)CC2)nc2c1nnn2Cc1ccccc1	-3	-1	2	-13	0.98	0.94	-3	6	2
CCn1ccc(C(=O)Oc2ccc(Cl)cc2)n1	-1	6	-1	18	0.87	1.1	-2	-12	13
Cc1occc1-c1n[nH]c(=S)n1-c1ccccc1	-3	1	-2	7	0.86	0.95	42*	5	14
CCOc1ccc(NC(=O)CN2CCN(CC(=O)Nc3ccc(OC)cc3OC)CC2)cc1	0	-1	-1	2	1.1	1	-7	-3	-11
CN(Cc1ccccc1)C(=O)c1nc[nH]c1C(=O)N1CCc2ccccc2C1	0	-1	-1	0	1.1	0.95	-11	5	-8
CCN(C(=O)CSc1nc(N)cc(=O)[nH]1)c1c(N)n(Cc2ccccc2)c(=O)[nH]c1=O	0	-11	-3	5	0.95	0.99	-5	1	5
CCN(CC(O)COc1ccc(OCC(O)CN(CC)C2CCCCC2)cc1)C1CCCCC1 (stereo not given)	-3	0	2	27	1.1	1.1	-1	-8	-6
CC(C(=O)Nc1ccc(C#N)cc1)N1CCN(C(=O)C2CC2)CC1 (stereo not given)	-1	1	-1	13	1.1	0.92	1	8	-12
O=C(COC(=O)c1ccccc1NS(=O)(=O)c1ccc(Cl)cc1)NCc1ccccc1	-1	1	3	4	0.84	0.91	-1	9	16
O=C(NC(c1ccccc1)c1cc(Cl)c2cccnc2c1O)c1cccnc1 (stereo not given)	-5	.	1	21	1.1	0.84	-3	16	-5
Cc1ccc2c(C)c(C(=O)N3CCCC(C(N)=O)C3)oc2c1C (stereo not given)	0	-1	-4	11	1.2	1	0	-1	-18

Nine of the compounds above, with bars between the fields:
smiles | beta cell repl | SENP1 inh | APOBEC3A inh | NLRP3 yeast inh | hIAP activ | mIAP act | APOBEC3G inh | mIAP inh | hIAP inh
Cc1occc1-c1n[nH]c(=S)n1-c1ccccc1 | -3 | 1 | -2 | 7 | 0.86 | 0.95 | 42* | 5 | 14
CCOc1ccc(NC(=O)CN2CCN(CC(=O)Nc3ccc(OC)cc3OC)CC2)cc1 | 0 | -1 | -1 | 2 | 1.1 | 1 | -7 | -3 | -11
CN(Cc1ccccc1)C(=O)c1nc[nH]c1C(=O)N1CCc2ccccc2C1 | 0 | -1 | -1 | 0 | 1.1 | 0.95 | -11 | 5 | -8
CCN(C(=O)CSc1nc(N)cc(=O)[nH]1)c1c(N)n(Cc2ccccc2)c(=O)[nH]c1=O | 0 | -11 | -3 | 5 | 0.95 | 0.99 | -5 | 1 | 5
CCN(CC(O)COc1ccc(OCC(O)CN(CC)C2CCCCC2)cc1)C1CCCCC1 (stereo not given) | -3 | 0 | 2 | 27 | 1.1 | 1.1 | -1 | -8 | -6
CC(C(=O)Nc1ccc(C#N)cc1)N1CCN(C(=O)C2CC2)CC1 (stereo not given) | -1 | 1 | -1 | 13 | 1.1 | 0.92 | 1 | 8 | -12
O=C(COC(=O)c1ccccc1NS(=O)(=O)c1ccc(Cl)cc1)NCc1ccccc1 | -1 | 1 | 3 | 4 | 0.84 | 0.91 | -1 | 9 | 16
O=C(NC(c1ccccc1)c1cc(Cl)c2cccnc2c1O)c1cccnc1 (stereo not given) | -5 | . | 1 | 21 | 1.1 | 0.84 | -3 | 16 | -5
Cc1ccc2c(C)c(C(=O)N3CCCC(C(N)=O)C3)oc2c1C (stereo not given) | 0 | -1 | -4 | 11 | 1.2 | 1 | 0 | -1 | -18

Going on with the list:
SMILES	beta cell repl	SENP1 inh	APOBEC3A inh	NLRP3 yeast inh	hIAP activ	mIAP act	APOBEC3G inh	mIAP inh	hIAP inh
CCN(C[C@H]1N[C@@](CC)(C(=O)OC)[C@H]2C(=O)N(Cc3ccccc3)C(=O)[C@@H]12)C(=O)COc1ccccc1	4	2	0	7	1	0.95	0	5	-1
COc1ccc(C(=O)N(Cc2ccco2)Cc2cccs2)c(O)c1	-1	-1	-1	-2	0.97	0.89	-6	11	3
CNC(CC(C)C)C(=O)NC1C(=O)NC(CC(N)=O)C(=O)NC2C(=O)NC3C(=O)NC(C(=O)NC(C(=O)O)c4cc(O)cc(O)c4-c4cc3ccc4O)C(O)c3ccc(c(Cl)c3)Oc3cc2cc(c3OC2OC(CO)C(O)C(O)C2OC2C[C@](C)(N)C(O)C(C)O2)Oc2ccc(cc2Cl)C1O (stereo not given in full)	2	-2	0	15	0.85	0.99	-6	1	15
Cc1cccc(C)c1NC(=O)CNC(=O)c1ccc2ccccc2n1	-2	-3	-2	3	0.82	1.1	-7	-7	18
CC(C)N(C(=O)Cn1cc(SCC(=O)N2CCCC2)c2ccccc21)C(C)C	-3	1	-1	-7	1	1.2	-3	-16	-1
CC(=O)Nc1ccc(S(=O)(=O)Oc2cccc(/C=N/N=C3/NC(=O)C(CC(=O)O)S3)c2)cc1 (stereo not given)	-5	1	1	13	0.95	0.95	0	5	5
COc1ccc(CCN=C(N)NS(=O)(=O)c2ccc(OC)c(OC)c2)cc1OC	4	-2	-3	26	1.1	0.97	-8	3	-7
CCN(c1ccccc1)c1cc(C)nc2ncnn12	-2	1	3	10	1	1	5	-2	0
CC(C)c1ccc(NC(=O)Cn2c(=O)oc3cccnc32)cc1	-2	2	0	-7	1.1	0.97	-1	3	-15
c1cn(CCCNc2ncnc3sc4c(c23)CCC4)cn1	-1	-3	-3	9	1.1	1.1	-5	-13	-10
Cc1ccc(N(CCC#N)C(=O)CSc2nc3ccccc3c(=O)[nH]2)cc1	-2	0	0	19	0.99	0.87	-7	13	1
COC(=O)[C@@]12CCCN1[C@H](c1ccc(-c3ccc(F)cc3)c(OC)c1)[C@H]1C(=O)N(C)C(=O)[C@H]12	-3	0	-2	19	1.1	0.88	-5	12	-15
Cc1csc2nc(CNC(=O)c3cccc(C(F)(F)F)c3)cn12	2	-1	-5	18	0.89	1	-7	0	11
O=C(CNC1CCCC1)Nc1cc(Cl)ccc1[N+](=O)[O-]	-3	1	-8	-4	1	1	-3	-5	0
COc1ccc(CCNC(=O)c2nnn(CC(=O)Nc3cccc(F)c3)c2N)cc1OC	2	1	-2	14	0.91	0.99	-4	1	9
CCC(=O)N(Cc1cc2cc(OC)ccc2[nH]c1=O)c1ccccc1C	-2	2	-1	-3	1	0.99	-2	1	-1
O=S(=O)(c1ccccc1)N1CCN=C1SCc1ccc(Cl)cc1	-5	1	3	26	1.1	1	0	-4	-11
CCCCC1=CC2=CC(=O)C(C)(OC(=O)CCc3ccccc3)C(=O)C2=CO1 (stereo not given)	-3	-15	-2	9	1	0.82	-7	18	-1
CCOc1ccc(OCCOCCOc2c(Cl)cccc2Cl)cc1	0	0	-3	9	1.1	0.97	-5	3	-5
CCOc1ccc(C2CC(=O)NC(SCC(=O)OC)=C2C#N)cc1 (stereo not given)	1	1	-1	17	0.92	0.93	-5	7	8
CC(C)(C)c1ccc(-c2nc3cc(N)ccc3o2)cc1	-4	-24	-5	35	1.1	1.2	-5	-17	-10
COc1ccc(C(=O)COC(=O)c2ccc(Cl)nc2)c(OC)c1	-2	-1	6	10	0.86	0.99	-7	1	14
COc1cc(/C=C2\SC(N3CCCCC3)=NC2=O)cc(OC)c1OC	-1	1	-6	12	1.1	1	9	-3	-6
COc1ccc(Cc2nnc(SCC(=O)c3ccccc3)o2)cc1	-4	1	-10	-24	0.8	0.93	-5	7	20
N#C/C(=C\C=C\c1ccccc1[N+](=O)[O-])c1nc(-c2ccc3c(c2)OCO3)cs1	-3	54*	-3	8	1.2	0.69	-3	31	-21
C=C(C)Cc1c(C)nc(-c2ccccc2)[nH]c1=O	1	-1	0	12	1.1	0.95	-2	5	-8
CC(Oc1ccccc1F)c1nnc(SCC(=O)c2c(N)n(C3CC3)c(=O)[nH]c2=O)o1 (stereo not given)	0	1	3	3	1	1	-9	-5	-4
COc1ccc(C(=O)OCCNC(=O)c2c(Cl)nc3ccccn23)cc1	4	0	-3	16	1.1	0.89	-7	11	-7

The list is partial; rates above refer to the full screens.
